Source: PubChem (National Center for Advancing Translational Sciences (NCATS))
GAA glycogen mod – qHTS Assay for Inhibitors and Activators of Human alpha-Glucosidase Cleavage of Glycogen; 0.38% of 300,000 active; Lysosomal alpha-glucosidase (Homo sapiens), P10253; Potency, µM (doses to about 76.4 µM), for inactives: at the highest dose activity change, negative = inhibition, usual class: inhibitors; recombinant GAA, glycogen substrate, Amplex Red glucose oxidase fluorescence; active means well fitted inhibition curve with a large enough effect; inconclusive means small, poorly fitted or top-dose-only effect, or another doubt; inactive means no such curve, though single readings can be large or run the other way;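 further: 0% = full enzyme reaction and -100% = no-enzyme basal signal; the screen sought inhibitors and activators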
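qHTS, 1536-well; enzyme 4 nM final; cpd up to 77 uM; substrate bovine liver glycogen 30 ug; 50 mM citrate/phosphate pH 5.0, 0.01% Tween-20; 37 C, 40 min; Amplex Red detection 45 min RT; Hill fit → AC50.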
* hit, by the source's call; ? = inconclusive; [ ] = another dose, or the depositor's remark. Potency means the concentration at half of the fitted maximal effect.

SMILES | GAA glycogen mod
O=C(O)c1ccc(N/N=C/c2ccc(-c3ccc(Br)cc3)o2)cc1 | ?
S=C(Nc1ccc(Cl)c(Cl)c1)N1CCN(c2ccccn2)CC1 | -0.3%[76.3 µM]
Cc1ccc(S(=O)(=O)N(C)c2ccc(C(=O)N3CCOCC3)cc2)cc1 | 1.9%
O=C(CNC(c1ccccc1)c1ccccc1)Nc1ccccc1Br | -4.5%
O=C(CCC(=O)n1ncc2ccccc21)NCc1ccc(F)cc1 | 16.2%[76.3 µM]
CCOc1ccc(/C=C2\SC(=S)N(CCCC(=O)NCCCN3CCOCC3)C2=O)cc1 | -12.9%
COc1cc(NS(=O)(=O)c2cc3[nH]c(=O)c(=O)[nH]c3cc2C)cc(OC)c1OC | ?
COCc1nnc(NS(=O)(=O)c2ccc(F)cc2)s1 | -3.7%[76.3 µM]
CC(NC(=O)c1ccccc1F)c1nnc(SCC(=O)Nc2nccs2)n1C (stereo not drawn) | -8.4%
Cc1cc(=O)[nH]c(SCC(=O)c2ccc(F)c(C)c2)n1 | -5.3%[76.3 µM]
CSc1ccc(/C=N\Nc2nncn2N)cc1 | ?
CC(C)(C)OC(=O)N1CCN(C(=O)c2[nH]cnc2C(=O)NCC(=O)OCc2ccccc2)CC1 | 14.2%[76.3 µM]
CCOC(=O)C1=C(c2ccccc2)NC(=O)NC1c1cc(OC)c(OC)cc1OC (stereo not drawn) | -4.1%
O=C(O)c1cccc(Nc2nc3ccccc3nc2NS(=O)(=O)c2cccs2)c1 | 7.2%[76.3 µM]
COC(=O)c1sccc1S(=O)(=O)NC(C)c1cnn(-c2ccc(OC)cc2)c1C (stereo not drawn) | -3.0%[76.3 µM]
Cc1ccccc1CC1SC(N)=NC1=O (stereo not drawn) | -11.6%[76.3 µM]
Cc1cc(=O)n2nc(N3CCC(C(=O)NCCc4ccc(Cl)cc4)CC3)sc2n1 | -7.6%[76.3 µM]
COc1cccc(CN(C)C(=O)c2[nH]c(C)c(C(C)=O)c2C)c1OC | -4.3%
COc1ccc(C2c3[nH]c4ccccc4c3C[C@H]3C(=O)N(CC(C)C)CC(=O)N23)c(OC)c1 (stereo partly drawn) | 3.5%
Cc1n[nH]c(=O)c2c(NC(=O)CSc3nc4ccccc4c(=O)n3C(C)C)oc(C)c12 | 3.9%[76.3 µM]
Cc1ccc(C(=O)C(C)OC(=O)Cn2[nH]c(=O)c3ccccc3c2=O)cc1C (stereo not drawn) | 7.0%[76.3 µM]
CC(=O)NC(Cc1cccc(F)c1)C(=O)NC1CCN(C(=O)Nc2ccc(C)cc2)CC1 (stereo not drawn) | -4.7%
Cc1ccc(S(=O)(=O)N2CCCCC2C)cc1[N+](=O)[O-] (stereo not drawn) | -2.5%[76.3 µM]
COc1ccc(CNS(=O)(=O)c2ccc3c(c2)CC(C)N3C(=O)C2CC2)cc1 (stereo not drawn) | 0.2%[76.3 µM]
COc1ccc(OC)c(CCNC(=O)c2ccc3c(c2)N(Cc2ccc(F)cc2)CCS3)c1 | 0.9%[76.3 µM]
O=C(NCc1ccc(Cl)cc1)C1CCC(=O)N(C2CCCCCC2)C1 (stereo not drawn) | -14.0%[76.3 µM]
COc1cc(SC)ccc1C(=O)Nc1cc(C)c(OCC(=O)N2CCOCC2)c(C)c1 | -0.7%[76.3 µM]
Cc1cc2nc3c(nc2cc1C)CCCC3 | -20.6%
CN(c1ccc(OCC(=O)O)cc1)S(=O)(=O)c1ccc2ccccc2c1 | 2.8%
Cc1nc2ccccc2c(=O)n1/N=C/c1ccc(O)c(O)c1O | -29.2%
COc1ccc(C)cc1NS(=O)(=O)c1ccc2c(c1)oc(=O)n2C | -3.5%[76.3 µM]
CCC(C)NC(=O)CN(C1CCCCC1)S(=O)(=O)c1ccc(F)cc1 (stereo not drawn) | -6.7%[76.3 µM]
CC(C)C1Oc2ccccc2N(CC(=O)NC2CCCCC2)C1=O (stereo not drawn) | 5.6%
O=C(C1COc2ccccc2O1)N1CCN(c2nc3ccccc3s2)CC1 (stereo not drawn) | -1.1%[76.3 µM]
COCCNC(=S)N(CCCO)Cc1cc2cc3c(cc2[nH]c1=O)OCCO3 | -1.3%[76.3 µM]
COc1ccccc1C(=O)N/N=C/c1c[nH]c2ccccc12 | -7.2%
Cc1nn(CCC(=O)N2CCN(S(=O)(=O)c3ccccc3)CC2)c(C)c1C | -16.7%[76.3 µM]
COc1ccc(CNc2ccc3c(c2)ncn3C)cc1OC | ?
CC(C)(C)c1ccc(C(=O)NCCNC(=O)c2ccco2)cc1 | 3.3%[76.3 µM]
COc1ccc(-c2n[nH]c(=S)n2-c2ccc(C)cc2)cc1OC | -20.1%[76.3 µM]
Cc1c(C)c2cc(Cl)c(OCC(=O)NCCCn3ccnc3)cc2oc1=O | -13.5%[76.3 µM]
CCOc1ccc(/C=N/NC(=O)C(O)c2ccccc2)c(O)c1 (stereo not drawn) | -0.5%[76.3 µM]
O=C(CCc1ccccc1)NNC(=S)NCc1ccc(Cl)cc1 | -7.4%[76.3 µM]
CCc1ccc2[nH]c(C(=O)Nc3ccc(Br)c(C)n3)cc2c1 | 6.9%
Cc1ccc(NC(=O)Nc2cccnc2)cc1Cl | -8.1%
O=C(CSc1n[nH]c(-c2ccncc2)n1)Nc1ccccc1 | 9.3%[76.3 µM]
O=C(NC1CCCCC1)c1cccc(S(=O)(=O)N2CCCCC2)c1 | 2.5%
C=CCn1c(SCC(=O)N(CCO)CCO)nc2sc3c(c2c1=O)CCC3 | -0.2%[76.3 µM]
COc1cc(C(=O)Nc2c(C(=O)O)[nH]c3ccc(Br)cc23)cc(OC)c1OC | -12.5%
CC(C)(C)NS(=O)(=O)c1ccc(NC(=S)NC(=O)C2CCC2)cc1 | -14.3%[76.3 µM]
Continuation.
SMILES | GAA glycogen mod
CCCn1ncc(C(=O)NC2CCCN(Cc3ccc(Cl)cc3)C2)c1C (stereo not drawn) | -1.8%[76.3 µM]
CCOc1ccc(Cl)cc1S(=O)(=O)N1CCC(C(=O)NCC2CCCO2)CC1 (stereo not drawn) | 4.4%[76.3 µM]
Cc1onc(-c2c(Cl)cccc2Cl)c1C(=O)N[C@@H]1C(=O)N2[C@@H]1SC(C)(C)[C@@H]2C(=O)O | -15.3%
O=C(c1ccco1)N1CCN(Cc2ccc(F)cc2Cl)CC1 | -6.6%[76.3 µM]
Cc1ccc(C(=O)N2CCCC(C(=O)Nc3cccc(-c4ccc(F)cc4)c3)C2)cn1 (stereo not drawn) | -8.3%[76.3 µM]
O=C(NC1CCCCC1)c1cc(N2C(=O)CCC2=O)ccc1Cl | -4.2%
CNC(=O)CSc1nnc(-c2ccco2)n1-c1cc(C)ccc1C | 3.0%[76.3 µM]
O=C(Nc1ccc(F)cc1)C1CCN(S(=O)(=O)c2ccc3[nH]c(=O)oc3c2)CC1 | -16.9%[76.3 µM]
CCC(=O)N(Cc1cc(=O)[nH]c2ccccc12)c1ccc(C)cc1C | 3.9%
COc1ccc(C)cc1NCc1ccc(OC)c(C)c1OC | 8.7%[76.3 µM]
COc1ccc(S(=O)(=O)NCc2cccnc2)cc1C(=O)NC1CCCCC1 | -14.1%[76.3 µM]
Cc1ccc(C)c(N2N=C(C(=O)Nc3ccccc3N3CCCC3)CCC2=O)c1 | -5.6%[76.3 µM]
Cc1cccc(-c2cccc(NC(=O)C3CCCN(C(=O)c4ocnc4C)C3)c2)c1 (stereo not drawn) | -8.1%[76.3 µM]
CCN1CCc2c(sc(NC(=O)c3ccc(S(=O)(=O)N4CCCCCC4)cc3)c2C(=O)NC)C1 | -1.8%[76.3 µM]
Cc1c(CCC(=O)NCC(=O)O)c(=O)oc2cc3occ(-c4ccccc4)c3cc12 | -2.4%
CCOC(=O)CNC(=O)N1CCCC(C(=O)c2cc(C)c(OC)c(C)c2)C1 (stereo not drawn) | 14.0%[76.3 µM]
CCC(=O)N1N=C(c2cccs2)CC1c1ccc(C)cc1 (stereo not drawn) | -1.3%
CCOC(=O)C1CCN(C(=O)CN(c2cc(Cl)ccc2OC)S(=O)(=O)c2ccccc2)CC1 | -1.4%[76.3 µM]
COc1ccc2cc(S(=O)(=O)N3CCCC(C)C3)ccc2c1 (stereo not drawn) | -4.8%[76.3 µM]
COc1ccc(OCC(O)CNS(=O)(=O)c2cccs2)cc1 (stereo not drawn) | 3.2%
COc1cc(OC)cc(C(=O)NC(=S)N(Cc2ccccc2)C(C)C)c1 | -19.9%
CCn1nc(NC(=O)C(C)C)c2cc3ccc(C)cc3nc21 | 4.7%
CCCCn1c(=O)[nH]c(=O)c2c1nc(-c1ccc([N+](=O)[O-])cc1)n2CC | 8.0%
COC(=O)C1CCN(C(=O)COC(=O)c2oc3ccc(OC)cc3c2C)CC1 | -1.7%[76.3 µM]
CCn1cnc2c1c(=O)n(CC(=O)O)c(=O)n2Cc1ccccc1 | 3.4%
COC(=O)CN1C(=O)C(C)(C)Oc2ccc(C(=O)Nc3cccc(OC)c3)cc21 | 3.5%
CCOC(=O)c1ccc(NC(=S)NCc2ccccc2)cc1 | -26.0%[76.3 µM]
O=C(CSc1ccccc1)NCCc1ccc(F)cc1 | -3.2%[76.3 µM]
Cc1ccc(CNC(=O)CSc2nnc3c(n2)[nH]c2ccc(F)cc23)cc1 | -21.8%
CCN(CC)S(=O)(=O)c1ccc(C(=O)NCCOC(=O)c2ccc(F)cc2F)cc1 | 3.2%

Compounds listed so far that contain a COOH group (7):
SMILES | GAA glycogen mod
O=C(O)c1ccc(N/N=C/c2ccc(-c3ccc(Br)cc3)o2)cc1 | ?
O=C(O)c1cccc(Nc2nc3ccccc3nc2NS(=O)(=O)c2cccs2)c1 | 7.2%[76.3 µM]
CN(c1ccc(OCC(=O)O)cc1)S(=O)(=O)c1ccc2ccccc2c1 | 2.8%
COc1cc(C(=O)Nc2c(C(=O)O)[nH]c3ccc(Br)cc23)cc(OC)c1OC | -12.5%
Cc1onc(-c2c(Cl)cccc2Cl)c1C(=O)N[C@@H]1C(=O)N2[C@@H]1SC(C)(C)[C@@H]2C(=O)O | -15.3%
Cc1c(CCC(=O)NCC(=O)O)c(=O)oc2cc3occ(-c4ccccc4)c3cc12 | -2.4%
CCn1cnc2c1c(=O)n(CC(=O)O)c(=O)n2Cc1ccccc1 | 3.4%

Next part
SMILES | GAA glycogen mod
COCCCNc1nc2c(c(=O)n(Cc3ccc(OC)cc3)c(=O)n2C)n1C | -0.4%
O=[N+]([O-])c1ccc(NC(=S)N2CCN(c3ccccn3)CC2)cc1 | 2.1%[76.3 µM]
Cn1c(Nc2cccc(Cl)c2)nc2ccccc21 | ?
Cc1ccc(-n2c(C)nnc2SCC(=O)N2CCOCC2)cc1 | 3.2%
O=C(Nc1ccc(S(=O)(=O)Nc2ncccn2)cc1)c1ccccc1Br | -12.8%[15.3 µM]
O=C(O)C1Cc2ccccc2CN1C(=O)c1ccco1 (stereo not drawn) | -4.5%[76.3 µM]
Cc1c(NC(=O)Nc2ccc(F)cc2)c(=O)n(-c2ccccc2)n1C | 3.7%
CCN(CC)c1nc2c(c(=O)n(C)c(=O)n2C)n1CCCc1ccccc1 | 1.3%[76.3 µM]
O=C(c1ccc(Cl)c(S(=O)(=O)N2CCCCC2)c1)N1CCN(c2ccccc2)CC1 | 0.8%[76.3 µM]
Cc1ccc(NS(=O)(=O)c2c(C)noc2C)cc1 | 2.8%
Cc1cccc(NC(=O)/C(C#N)=C/c2ccccc2O)n1 | -5.2%
COc1ccc(NC(=O)CCS(=O)(=O)c2ccc3c(c2)CCN3C(C)=O)cc1 | -1.4%[76.3 µM]
COCCCN1C(=O)N(c2ccc(F)cc2)C(=O)C1CC(=O)Nc1ccc(OC)cc1 (stereo not drawn) | 0.7%
CCC(NC(=O)c1cc(COc2cc(C)c(Cl)c(C)c2)on1)c1ccncc1 (stereo not drawn) | 0.6%[76.3 µM]
COc1cc2ccccc2cc1C(=O)N(CCN(C)C)c1nc2c(C)cccc2s1 | -14.6%[76.3 µM]
CCOc1ccc(NC(=O)CNC(=O)c2ccco2)cc1 | -4.1%[76.3 µM]
CN1CN(C)c2ccc([N+](=O)[O-])c3cccc1c23 | ?
O=C(CC(C(=O)O)c1cccc(Cl)c1)c1ccccc1 (stereo not drawn) | 1.2%
Cc1ccc(NC(=O)C2Cc3ccccc3O/C2=N\O)cc1C (stereo not drawn) | -3.3%
N#Cc1c2ccc(OCC(=O)NCc3ccco3)cc2n2ccccc12 | 5.7%
COc1ccc(OC)c2c1cc(C(=O)N[C@H](C(=O)N1CCC[C@H]1C(=O)O)C(C)C)n2C | 20.9%[76.3 µM]
COC(=O)NCCc1cc(OC)c(OC)cc1S(=O)(=O)N1CC(=O)Nc2ccccc21 | 0.6%
CCOC(=O)N1CCN(C(=O)C2CCCN(c3ncnc4c3nc3n4CCCCC3)C2)CC1 (stereo not drawn) | 2.7%
Cc1nnc(NC(=O)C(C)Sc2nnc(-c3ccco3)n2C(C)C)s1 (stereo not drawn) | -0.7%[76.3 µM]

An excerpt (hit frequency here may not be typical).
